STK33 inh: inhibitors of human STK33 kinase. purified STK33, MBP phosphorylation, ADP-Glo luminescence. inhibition, % at 10 µM. Q9BYT3. 320,000 tested, 0.073% active. AID 2661;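 active = inhibition at or above 25%, using the most active replicate where run in duplicate; inactive = inhibition below 25%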
Target sequence (Q9BYT3 whole entry, looked up): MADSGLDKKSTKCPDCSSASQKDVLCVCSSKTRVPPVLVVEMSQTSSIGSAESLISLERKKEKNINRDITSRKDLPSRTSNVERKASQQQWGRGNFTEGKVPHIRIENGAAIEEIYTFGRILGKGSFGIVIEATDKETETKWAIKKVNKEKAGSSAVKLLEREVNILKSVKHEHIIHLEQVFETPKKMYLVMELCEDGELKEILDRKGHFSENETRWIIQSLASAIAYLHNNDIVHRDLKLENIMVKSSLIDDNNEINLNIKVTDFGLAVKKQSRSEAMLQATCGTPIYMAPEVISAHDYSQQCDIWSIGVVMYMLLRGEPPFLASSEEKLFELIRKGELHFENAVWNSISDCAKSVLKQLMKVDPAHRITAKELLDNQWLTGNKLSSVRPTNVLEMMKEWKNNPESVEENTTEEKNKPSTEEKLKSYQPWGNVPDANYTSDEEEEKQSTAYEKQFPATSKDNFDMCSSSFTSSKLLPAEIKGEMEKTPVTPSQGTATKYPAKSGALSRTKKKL
KCNQ2 block: KCNQ2 channel blockers in CHO-K1 cells – cell-based, FluxOR thallium flux, B-score, primary screen (AID 2156); O88943; 20 min; hits give low values; B-score at 10 µM; 310,000 tested, 1.1% active;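 active = fluorescence ratio B-score at most minus 3 library SDs, with starting brightness B-score within 2 library SDs, cut at about -5.5 in these data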
OX1R antag: blocks the human orexin 1 receptor. O43613. OX1R-expressing cells, FRET antagonist read-out. inhibition, % at 6.6 µM. 330,000 tested, 1.8% active; in the data active = inhibition mostly above about 38%, no sharp cut-off; inactive = mostly below about 40%;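 note: 0% = agonist challenge alone and 100% = reference antagonist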
Target sequence (O43613 whole entry, looked up): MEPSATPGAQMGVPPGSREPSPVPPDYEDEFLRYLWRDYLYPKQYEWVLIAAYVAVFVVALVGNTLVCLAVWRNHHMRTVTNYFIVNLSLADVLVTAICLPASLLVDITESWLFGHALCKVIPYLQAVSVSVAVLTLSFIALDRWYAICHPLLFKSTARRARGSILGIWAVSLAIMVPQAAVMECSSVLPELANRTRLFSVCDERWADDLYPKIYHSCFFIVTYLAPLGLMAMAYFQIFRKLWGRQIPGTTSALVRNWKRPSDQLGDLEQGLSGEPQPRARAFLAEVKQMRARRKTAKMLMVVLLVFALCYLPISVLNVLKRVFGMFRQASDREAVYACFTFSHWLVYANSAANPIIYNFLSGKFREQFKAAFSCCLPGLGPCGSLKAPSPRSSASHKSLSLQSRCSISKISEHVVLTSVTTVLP
Active calls of the source: *.

Nn1c(SCC(=O)NCC2CCCO2)nnc1-c1ccco1 (stereo not drawn) was read as STK33 inh 0.5 and OX1R antag 1.1.
`CCOc1ccc(C(C)=O)cc1CSc1nnnn1-c1ccc(O)cc1` gave STK33 inh 0.1, KCNQ2 block inactive and OX1R antag 10.3.
Screening CCOC(=O)[C@@H]1[C@H]2COc3cc(OC)ccc3[C@H]2N2C(=O)N(c3ccc(Cl)cc3)C(=O)[C@]12C returned STK33 inh -0.3 and OX1R antag 0.1.
`CN(Cc1cccc(F)c1)C(=O)c1ccc(S(=O)(=O)N2CCCCCC2)cc1` gave STK33 inh -2.4 and OX1R antag 4.2.
O=C(CNC(=S)N(Cc1ccccc1)Cc1cccnc1)NCc1ccccc1 was read as STK33 inh -1.0, KCNQ2 block inactive and OX1R antag 7.3.
COc1cccc(C(=O)COC(=O)c2ccc(NC(C)=O)cc2)c1 was read as STK33 inh -0.6, KCNQ2 block inactive and OX1R antag 17.3.
O=C(NNC(=O)C1[C@H]2CCCC[C@@H]12)NC1CCCCC1 (stereo partly drawn) was read as STK33 inh -2.8, KCNQ2 block inactive and OX1R antag -2.1.
`O=S(=O)(c1ccc2c(c1)CCCN2)N1CCCCC1` gave STK33 inh -0.2 and OX1R antag 15.5.
`O=C(Nc1ccc2c(c1)OCCO2)C1c2ccccc2C(=O)N2CCc3ccccc3C12` (stereo not drawn) gave STK33 inh 0.1, KCNQ2 block inactive and OX1R antag -1.8.
`Brc1ccc2nc(-c3c[nH]c4ccccc34)cn2c1` gave KCNQ2 block inactive and OX1R antag 22.0.
For Clc1cccc(CN2CCSCC2)c1 the results were STK33 inh -1.5, KCNQ2 block inactive and OX1R antag 2.8.
For Nc1ccc2nc3c(=O)n(C4CCCCC4)c(=O)[nH]c3nc2c1 the results were STK33 inh -1.5, KCNQ2 block inactive and OX1R antag 52.5.
`COCCn1c(SCC(=O)N2CCC(C)CC2)nc2c([nH]c3ccccc32)c1=O` gave STK33 inh 0.4, KCNQ2 block inactive and OX1R antag 9.2.
Screening O=C(CSc1ccc(Cl)cc1)NCc1ccncc1 returned STK33 inh 0.4, KCNQ2 block inactive and OX1R antag 4.5.
`CCCN1Cc2cccc(C(=O)NCc3ccc(C)cc3)c2C1=O` gave STK33 inh -0.5, KCNQ2 block inactive and OX1R antag 18.4.

Reprinted from the results shown, 2 compounds:
`COCCn1c(SCC(=O)N2CCC(C)CC2)nc2c([nH]c3ccccc32)c1=O` gave STK33 inh 0.4, KCNQ2 block inactive and OX1R antag 9.2.
Screening O=C(CSc1ccc(Cl)cc1)NCc1ccncc1 returned STK33 inh 0.4, KCNQ2 block inactive and OX1R antag 4.5.

The listing continues.
For CC(C)(C)c1cc(=O)n2c(nc3ccccc32)[nH]1 the results were STK33 inh 0.8, KCNQ2 block inactive and OX1R antag 7.7.
For CCCS(=O)(=O)N1CCC(CCOc2ccccc2)(C(=O)OCC)CC1 the results were STK33 inh -0.9, KCNQ2 block inactive and OX1R antag 17.7.
Screening Cc1ccc(S(=O)(=O)c2ccccc2)cc1S(=O)(=O)N1CCOCC1 returned STK33 inh -1.1, KCNQ2 block inactive and OX1R antag 2.1.
COc1ccc(CCc2nnc(CCC(=O)NCCc3ncccc3C)o2)cc1 was read as STK33 inh 1.1, KCNQ2 block inactive and OX1R antag -1.1.
`CCN(c1ccccc1)S(=O)(=O)c1ccc(OC)c(NC(=O)c2cc(F)c(F)c(F)c2F)c1` gave STK33 inh 1.4 and OX1R antag 6.3.
Screening CC(C)(CO)NC(=O)CC1C(=O)NCCN1CC(c1ccccc1)c1ccccc1 (stereo not drawn) returned STK33 inh 0.5, KCNQ2 block inactive and OX1R antag 10.7.
Screening CC1(C)Cc2c(C#N)c(SCCO)nc(N3CCOCC3)c2CO1 returned STK33 inh 0.6, KCNQ2 block inactive and OX1R antag 6.2.
Screening Cc1ccc(/C=N/NC(=O)Cn2ccc(C(F)(F)F)n2)o1 returned STK33 inh -2.2, KCNQ2 block inactive and OX1R antag 7.3.
Screening Cc1cccc(CNc2ccc(S(=O)(=O)N3CCCCC3)cc2)c1 returned STK33 inh -1.1 and OX1R antag 0.2.
O=C(COc1ccccc1)Nc1ccc(F)cc1 was read as STK33 inh -1.1, KCNQ2 block inactive and OX1R antag 11.4.
`CN1CCN(CC(=O)Nc2ccccc2C(F)(F)F)CC1` gave STK33 inh 1.4, KCNQ2 block inactive and OX1R antag 9.5.
Screening CN1C(=O)/C(=C/c2ccc(C(=O)NC3CCCC3)cc2)Oc2ccccc21 returned STK33 inh 0.5, KCNQ2 block inactive and OX1R antag 22.5.
`O=C(Nc1ccnn1C1CCN(CCCc2ccccc2)CC1)c1ccccc1Cl` gave STK33 inh -0.5, KCNQ2 block inactive and OX1R antag 19.4.
For Cc1nn(CC(=O)Nc2ccc(C#N)cc2)c(C)c1[N+](=O)[O-] the results were STK33 inh 10.4, KCNQ2 block inactive and OX1R antag 10.2.
Cn1c(=O)[nH]c(=O)c2c1nc(NCCCO)n2CCCc1ccccc1 was read as STK33 inh -2.0, KCNQ2 block inactive and OX1R antag 6.6.
For Cc1cc(O)cc2c1C(c1ccc(F)cc1)CC1(CC(C)(C)NC(=S)N1)O2 (stereo not drawn) the results were STK33 inh 0.3, KCNQ2 block inactive and OX1R antag 8.1.
Screening COc1ccc(-c2nc3ccccc3c(=O)n2CC(C)C)cc1 returned STK33 inh -0.4, KCNQ2 block inactive and OX1R antag 4.2.
Screening CCN(c1ccccc1)S(=O)(=O)c1ccc(Cl)c(NC(=O)CN2CCN(C)CC2)c1 returned STK33 inh -0.9 and OX1R antag 7.5.
For O=C(Nc1ccc(NC(=O)C2CCCN2C(=O)OCc2ccccc2)cc1)c1ccco1 (stereo not drawn) the results were STK33 inh 0.0, KCNQ2 block inactive and OX1R antag 24.1.
Cc1ccc[n+](C(C)C(=O)Nc2ccc(C)c(C)c2)c1 (stereo not drawn) was read as STK33 inh -0.5, KCNQ2 block inactive and OX1R antag 30.4.
O=C(CSc1ccccc1)Nc1ccccc1N1CCOCC1 was read as STK33 inh -0.5, KCNQ2 block inactive and OX1R antag 23.3.
`CC(C)C(=O)N1CCN(c2nc3ccc(Cl)cc3s2)CC1` gave STK33 inh 1.1, KCNQ2 block inactive and OX1R antag 14.0.
CC(C)C1CC(=O)NC(SCC(=O)Nc2ccc(Br)cc2)=C1C#N (stereo not drawn) was read as STK33 inh 1.0, KCNQ2 block inactive and OX1R antag 43.9.
For Cc1ccc(NS(=O)(=O)c2ccc3c(c2)NC(=O)C(C)C(=O)N3)c(Cl)c1 (stereo not drawn) the results were STK33 inh 0.2, KCNQ2 block inactive and OX1R antag 21.4.
For O=C1Cc2cc(S(=O)(=O)Nc3cccc(F)c3)ccc2N1 the results were STK33 inh -0.3 and OX1R antag 0.3.
For COc1cccc2sc(N3CCN(C(=O)C4COc5ccccc5O4)CC3)nc12 (stereo not drawn) the results were STK33 inh 0.4, KCNQ2 block inactive and OX1R antag 10.5.
`Nc1cc(C(=O)OCC(=O)Nc2ccc(N3CCOCC3)cc2)ccc1Cl` gave STK33 inh 0.7 and OX1R antag 4.1.
Screening O=C1[C@@H]2Cc3c([nH]c4ccccc34)C(c3ccc([N+](=O)[O-])cc3)N2C(=O)CN1C1CC1 (stereo partly drawn) returned STK33 inh -1.7, KCNQ2 block inactive and OX1R antag -7.2.
Screening Cc1cccc(N2CC(C(=O)Nc3ccc(S(=O)(=O)NCC4CCCO4)cc3)CC2=O)c1C (stereo not drawn) returned STK33 inh -1.3, KCNQ2 block inactive and OX1R antag 8.2.
`Fc1ccc(Sc2cc(Cl)c(-c3ccccc3)nn2)cc1` gave STK33 inh -1.6, KCNQ2 block inactive and OX1R antag 16.7.
CN(CCO)c1ccc(/C=N/Nc2nncc3ccccc23)cc1 was read as STK33 inh 14.0, KCNQ2 block inactive and OX1R antag 6.9.
Cc1ccc(CNC(=O)c2cc(=O)c3ccccc3o2)cc1 was read as STK33 inh -1.7, KCNQ2 block inactive and OX1R antag 21.0.
`CC1(C)CC2CC(C)(CN2CC(O)c2ccccc2)C1` (stereo not drawn) gave STK33 inh -0.4, KCNQ2 block inactive and OX1R antag 3.2.
`CC(C)(C)CC(=O)N1CCN(Cc2ccc3c(c2)OCO3)CC1` gave STK33 inh -1.0, KCNQ2 block inactive and OX1R antag -9.7.
`CCOc1ccccc1C(=O)N(Cc1ccco1)C1CCS(=O)(=O)C1` (stereo not drawn) gave STK33 inh -0.7 and OX1R antag 16.9.
`CC(C)C(NC(=O)OCc1ccccc1)C(=O)NCc1ccc(C(=O)O)cc1` (stereo not drawn) gave STK33 inh -0.7, KCNQ2 block inactive and OX1R antag 8.0.
`CCOC(=O)COn1c(=O)c(-c2cc3ccccc3o2)[n+]([O-])c2ccccc21` gave STK33 inh -1.1, KCNQ2 block inactive and OX1R antag 31.5.
For O=C1C2CCCN2C(c2ccc(F)c(F)c2)N1c1cccc(Cl)c1 (stereo not drawn) the results were STK33 inh -1.0, KCNQ2 block inactive and OX1R antag 15.3.
Screening CCN=C1S/C(=C\c2ccc(OC)c(OCC)c2)C(=O)N1CC returned STK33 inh -2.6, KCNQ2 block inactive and OX1R antag 2.0.
`CC(C)c1ccc(N(CC(=O)N2CCN(Cc3ccccc3)CC2)S(C)(=O)=O)cc1` gave STK33 inh -1.2, KCNQ2 block inactive and OX1R antag 8.2.
O=[N+]([O-])c1cccc(/C=N\N2CCN(c3ccc(Cl)cc3)CC2)c1 was read as STK33 inh -1.4, KCNQ2 block inactive and OX1R antag 7.2.
For CNC(=O)CC1C(=O)N(c2ccc(Cl)cc2)C(=S)N1NC(=O)c1cccc(F)c1 (stereo not drawn) the results were STK33 inh -0.6, KCNQ2 block inactive and OX1R antag 3.5.
COCCN(CCOC)S(=O)(=O)c1ccc(C(=O)NC2CCN(Cc3ccccc3)CC2)cc1 was read as STK33 inh -1.1, KCNQ2 block inactive and OX1R antag 11.2.
Screening N#CCc1c(C#N)c(N)nc(N2CCN(S(=O)(=O)c3ccccc3F)CC2)c1C#N returned STK33 inh -0.2, KCNQ2 block inactive and OX1R antag 13.2.
`CCC(=O)Nc1cccc(NC(=O)c2ccccc2Cl)c1` gave STK33 inh 0.8, KCNQ2 block inactive and OX1R antag 21.4.
`Cc1cccc(NC2=C(NC(=O)c3ccccc3)C(=O)c3ccccc3C2=O)c1` gave STK33 inh 0.9, KCNQ2 block inactive and OX1R antag 75.0*.
`Cc1ccc([N+](=O)[O-])cc1NC(=O)CSc1n[nH]c(-c2cccnc2)n1` gave STK33 inh 1.2, KCNQ2 block inactive and OX1R antag 22.7.
CCC(=O)Nc1nnc(S(=O)(=O)N(CC)c2ccc(Cl)cc2)s1 was read as STK33 inh -1.6, KCNQ2 block inactive and OX1R antag -9.2.
COC(=O)CNC(=S)NC(=O)c1ccc(C(C)(C)C)cc1 was read as STK33 inh -0.2, KCNQ2 block inactive and OX1R antag 26.9.
Screening COc1ccc(-c2nc(CS(=O)CC(=O)NCCN3CCCCCC3)c(C)o2)cc1OC (stereo not drawn) returned STK33 inh -0.8, KCNQ2 block inactive and OX1R antag 0.2.
Screening Cc1ccc(OCc2nnc(SCC(=O)c3cccc([N+](=O)[O-])c3)n2C)cc1 returned STK33 inh 0.7, KCNQ2 block inactive and OX1R antag 13.3.
Screening CNC(=O)N(O)C1N(/N=C/c2ccc(SC)cc2)C(=S)SC1(C)C (stereo not drawn) returned STK33 inh -0.3, KCNQ2 block inactive and OX1R antag -1.7.
Screening CCOc1ccc2oc(C(=O)Nc3ccc(N4CCOCC4)cc3)c(C)c2c1 returned STK33 inh -0.7, KCNQ2 block inactive and OX1R antag 36.0.
O=C(c1cccc2ccccc12)N1CCC(N2CCN(c3ccccc3)CC2)CC1 was read as STK33 inh 0.0, KCNQ2 block inactive and OX1R antag 7.2.
COc1cccc(CN(C)Cc2cc(=O)oc3c(C)c(C)ccc23)c1 was read as STK33 inh -1.0 and KCNQ2 block inactive.
O=C(O)CC/C(=N\NC(=O)CNC(=O)c1ccc(F)cc1)c1ccccc1 was read as STK33 inh -1.0, KCNQ2 block inactive and OX1R antag 16.7.
`O=C(Cc1ccccc1)Nc1nc(-c2cccc([N+](=O)[O-])c2)cs1` gave STK33 inh 0.7, KCNQ2 block inactive and OX1R antag 8.1.
`CCOc1ccc(Nc2nc(N)nc(CSC(=S)N3CCN(c4ccccc4)CC3)n2)cc1` gave STK33 inh -0.8, KCNQ2 block inactive and OX1R antag 17.0.
Screening Cc1nc(SC2CC(=O)N(c3ccccc3)C2=O)nc2c1CCCC2 (stereo not drawn) returned STK33 inh -2.0, KCNQ2 block inactive and OX1R antag 25.8.
Screening Cc1nn(CCCC(=O)N2CCc3ccccc3C2)c(=O)c2cc3sccc3n12 returned STK33 inh -1.4, KCNQ2 block inactive and OX1R antag 4.6.
`S=C(NCc1ccncc1)Nc1cc(Cl)cc(Cl)c1` gave STK33 inh -0.9, KCNQ2 block inactive and OX1R antag 5.0.

Looked up by structure from the entries so far, 3 records:
CCC(=O)Nc1nnc(S(=O)(=O)N(CC)c2ccc(Cl)cc2)s1 was read as STK33 inh -1.6, KCNQ2 block inactive and OX1R antag -9.2.
Screening COc1ccc(-c2nc(CS(=O)CC(=O)NCCN3CCCCCC3)c(C)o2)cc1OC (stereo not drawn) returned STK33 inh -0.8, KCNQ2 block inactive and OX1R antag 0.2.
Screening Cc1nc(SC2CC(=O)N(c3ccccc3)C2=O)nc2c1CCCC2 (stereo not drawn) returned STK33 inh -2.0, KCNQ2 block inactive and OX1R antag 25.8.

Among those listed so far, these contain a cyano group:
Screening CC1(C)Cc2c(C#N)c(SCCO)nc(N3CCOCC3)c2CO1 returned STK33 inh 0.6, KCNQ2 block inactive and OX1R antag 6.2.
For Cc1nn(CC(=O)Nc2ccc(C#N)cc2)c(C)c1[N+](=O)[O-] the results were STK33 inh 10.4, KCNQ2 block inactive and OX1R antag 10.2.
CC(C)C1CC(=O)NC(SCC(=O)Nc2ccc(Br)cc2)=C1C#N (stereo not drawn) was read as STK33 inh 1.0, KCNQ2 block inactive and OX1R antag 43.9.
Screening N#CCc1c(C#N)c(N)nc(N2CCN(S(=O)(=O)c3ccccc3F)CC2)c1C#N returned STK33 inh -0.2, KCNQ2 block inactive and OX1R antag 13.2.

High-throughput results as filed in PubChem.
